# NR2E3 ag-1 – activates human NR2E3 receptor; Q9Y5X4; CHO-S Gal4-NCOR/VP16-NR2E3 two-hybrid, luciferase; inhibition of corepressor binding, % at 3.98 µM; 360,000 compounds, 0.35% hits; AID 602229;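 active means inhibition above the mean of all tested compounds plus 3 SD, cut at about 70% in these data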;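 further: 0% = DMSO with NR2E3 transfected cells and 100% = cells lacking NR2E3 construct; higher means lower luciferase signal from less NR2E3 corepressor binding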
# Target sequence (Q9Y5X4 whole entry, looked up, the tested form may be a part): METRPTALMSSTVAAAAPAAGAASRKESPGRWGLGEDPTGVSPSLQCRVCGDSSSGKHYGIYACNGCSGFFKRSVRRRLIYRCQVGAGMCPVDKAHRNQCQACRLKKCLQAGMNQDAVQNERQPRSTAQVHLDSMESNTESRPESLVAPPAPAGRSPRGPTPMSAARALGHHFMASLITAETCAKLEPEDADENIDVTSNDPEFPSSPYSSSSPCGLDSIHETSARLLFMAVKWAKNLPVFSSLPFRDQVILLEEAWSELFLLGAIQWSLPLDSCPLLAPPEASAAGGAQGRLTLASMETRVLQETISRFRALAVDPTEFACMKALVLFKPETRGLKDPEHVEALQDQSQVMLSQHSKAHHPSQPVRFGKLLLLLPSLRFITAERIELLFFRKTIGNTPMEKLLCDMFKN
# TRAIL sens C8 – caspase-8 TRAIL sensitization; inhibition (viability loss, TRAIL sensitization), % at 10 µM; NB7+C8 cells + TRAIL, ATPlite viability luminescence; AID 624354; 360,000 compounds, 1% hits;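 active means compounds causing at least 50% loss of cell viability in the single-dose screen, relative to plate controls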
# MITF TRPM1 inh – MITF TRPM1 promoter inhibition in SK-MEL-5 cells; SK-MEL-5 TRPM1 promoter luciferase, 24 h; inhibition, % at 12.5 µM; 330,000 compounds, 0.83% hits;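 active means mean inhibition across replicates of 60% or more, whatever share of single replicates reaches that level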; further: values of inactives mirror those of a sister screen read the other way
# Shn3 inh set2 – inhibitors of Schnurri-3 3'UTR reporter in osteoblasts. inhibition, % at 12.5 µM. Clone20 osteoblast Shn3 3'UTR firefly luciferase, 24 h. 360,000 compounds, 0.52% hits;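 active means mean inhibition of at least 75% with every replicate also reaching 75%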;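 further: 0% = median of neutral control wells and 100% = pilot-screen positive control compound; some compounds past the cut are filed as inactive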
# HIF-2a inh – blocks HIF-2a reporter activity; 360,000 compounds, 0.72% hits; 786-0 RCC cells HIF-2a reporter, luciferase luminescence, overnight; inhibition, % at 18.8 µM;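 active means inhibition of the luminescence signal of 40% or more relative to plate controls, in a single-dose primary screen at 18.75 µM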
# Peg3 prom inh – reduces Peg3 promoter-driven luciferase expression in HeLa; 360,000 compounds, 1.7% hits; inhibition, % at 20 µM; AID 588405; HeLa PEG-Prom luciferase reporter, luminescence, overnight;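 active means inhibition of at least 50% at 20 µM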
# CF NFkB inh – cystic fibrosis NF-kB activation inhibition | KKLEB NF-kB-GFP reporter, PAF-induced, GFP fluorescence overnight | 360,000 compounds, 0.86% hits | AID 588850 | inhibition, % at 5 µM;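 active means at least 50% inhibition at 5 µM, scaled per plate between neutral and stimulator controls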;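 further: PAF is a Pseudomonas aeruginosa culture filtrate used as stimulus; plate controls were PAF-stimulated DMSO wells for no effect and unstimulated DMSO wells for full effect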
# NR2E3 ag-2 – NR2E3 (human) agonism | 320,000 compounds, 0.12% hits | inhibition of corepressor binding, % at 4.78 µM | Q9Y5X4 | GST-NR2E3/biotin-RetCOR TR-FRET, 1536-well | AID 2300;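 active means percent inhibition above the cutoff of mean plus 3 SD of all tested compounds, set per screening campaign, cut at about 20% in these data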;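 further: 0% = DMSO wells and 100% = biotin wells as full block of FRET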
#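 Material – GST-tagged NR2E3 plus biotinylated RetCOR corepressor · Quantity – NR2E3 fusion 1.35 nM · Times – 5 h incubation at 4 °C · Medium – pH 7.5 Tris-based buffer · Technique – TR-FRET, Eu(K)-anti-GST donor, streptavidin-D2 acceptor, ex 340, em 617/671 nm · Benchmarks – high control biotin, low control 0.6% DMSO · Format – 1536-well plates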
# hiPSC survival – increases survival of single human iPS cells; survival enhancement, % at 20 µM; hiPSC single-cell survival, ATPlite luminescence; 100% = ROCK inhibitor wells, 0% = DMSO; AID 602274; 360,000 compounds, 0.044% hits; in the data active means survival enhancement above about 18%;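 further: cells exposed to compounds for 16 hours before the ATP read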
# KKLEB tox – counter-screen for CF NF-kB inhibitors: cytotoxicity | AID 602141 | KKLEB CF airway cells viability, ATPlite luminescence, overnight; active compounds read low; cells stimulated with P. aeruginosa culture filtrate | 360,000 compounds, 0.36% hits | activity change (cytotoxicity), % at 5 µM;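 active means corrected activity change at or below -50% at 5 µM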
# LMP1 NFkB inh – inhibitors of Epstein-Barr LMP1-induced NF-kappaB reporter | LMP1-induced NF-kappaB luciferase reporter cells, luminescence | inhibition, % at 12.5 µM | 350,000 compounds, 0.69% hits | AID 504558; in the data active means inhibition above about 41%;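 further: 0% = neutral control wells and 100% = reference inhibitor control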
# Active calls of the source: *; · = no result given. An excerpt. The share of hits here may be higher or lower than overall.
entry	SMILES	NR2E3 ag-1	TRAIL sens C8	MITF TRPM1 inh	Shn3 inh set2	HIF-2a inh	Peg3 prom inh	CF NFkB inh	NR2E3 ag-2	hiPSC survival	KKLEB tox	LMP1 NFkB inh
1	COc1ccccc1N1CCN(c2ccc(N3C(=O)CCC3=O)cc2[N+](=O)[O-])CC1	-29	-9	-20	7	11	12	16	4	-0.5	5	-1
2	Cc1ccc(NC(=S)Nc2ccc3cn[nH]c3c2)cc1	-26	-6	-12	7	-162	-155	28	2	-0.1	5	-11
3	Cc1cccc(Cc2nnc(CCC(=O)N(C)Cc3ccncc3C)o2)c1	-11	-1	-3	11	15	5	-14	-3	-0.8	10	3
4	O=C(NC1CCCCCC1)C1CCN(C(=O)c2cccc(Cl)c2)CC1	6	19	-3	-1	11	-27	8	3	0.2	-2	9
5	CC1=C(C(=O)Nc2ccccc2)C(c2ccc(O)cc2)N2C(=O)CSC2=N1 (configuration not stated)	-24	-17	13	3	2	3	-3	1	0.4	11	9
6	COC(=O)c1ccc2c(=O)sc(N3CCC(C(N)=O)CC3)nc2c1	1	-10	-1	12	16	0	-6	-3	-1.1	8	-3
7	COc1ccccc1N1C(=O)c2ccccc2NC1c1ccncc1 (configuration not stated)	-9	4	7	-18	8	-7	-12	1	1.7	8	5
8	O=C(O)COc1ccccc1C=NNc1ccc([N+](=O)[O-])cc1S(=O)(=O)Nc1ccc(Cl)cc1	3	-1	-2	-8	6	15	24	·	0.3	-16	-11
9	Cc1c(-c2ccccc2)nc2ccccc2c1C(=O)O	2	38	13	9	8	1	-21	5	-3.3	-7	7
10	CCOC(=O)C(CC)Sc1nc2c(c(=O)[nH]c(=O)n2C)n1C/C=C(/C)Cl (configuration not stated)	-9	-12	1	-32	12	6	-3	1	0.0	-6	2
11	Cn1c(N)c(C(=O)COC(=O)CCCc2nc3ccccc3s2)c(=O)n(C)c1=O	-27	4	-2	2	7	-2	10	1	2.1	3	-1
12	O=C(COC(=O)CCSc1ccccc1)Nc1ccccc1	-12	5	-5	-3	-38	-13	-9	·	-0.5	5	0
13	CC1CN(C(=O)c2cc(-c3ccncc3)nc3ccccc23)CC(C)O1 (configuration not stated)	3	-15	-1	-5	-6	1	-3	-1	0.5	-4	-11
14	CCOC(=O)c1[nH]c(C)c(C(=O)N2CCN(c3ccccc3)CC2)c1C	2	11	-3	-6	-17	9	3	3	9.8	7	7
15	CN(C)CCn1c2c(c(SCC(=O)Nc3ccccc3C(F)(F)F)nc1=O)CCCC2	-3	-3	2	-10	12	3	0	0	0.5	8	-6
16	CN1CC[C@@H]2C(=O)N3CCc4ccc(-c5ccc6c(c5)OCO6)cc4[C@@H]3C[C@@H]21	2	3	-2	0	-111	-31	-6	·	-1.3	-6	-6
17	CCCCC(C(=O)OCC)C(N)Cc1ccc(F)cc1 (configuration not stated)	-27	-6	5	10	8	6	6	-1	2.6	-3	-1
18	CCN=C1S/C(=C\c2ccc(OCC)c(OC)c2)C(=O)N1CC	-12	-10	-13	9	-23	25	30	2	0.7	6	-13
19	O=S(=O)(Nc1ccc(Cl)nn1)c1ccccc1	15	4	3	-11	11	25	-9	6	-1.6	2	0
20	Cn1c(SCc2c(Cl)cccc2Cl)nnc1-c1ccc2nonc2c1	5	-10	-9	-1	-23	7	-3	0	-0.2	4	9
21	COC(=O)c1ccc(C(C(=O)NC2CCCCC2)N(Cc2ccccc2)C(=O)Cc2cccs2)cc1 (configuration not stated)	-2	20	-12	19	24	26	6	1	1.0	-2	15
22	COc1cc(NC(=S)NNC(=O)C(C)(C)O)cc(OC)c1	-6	1	-2	9	3	17	0	0	1.8	-4	-3
23	Cc1ccc(NC(=O)CNC(=O)N2CC(=O)Nc3ccccc32)cc1F	-20	-9	12	-2	-3	-4	-1	2	-0.4	4	4
24	Cc1cc(C)c(C#N)c(SCc2ccccc2C(=O)O)n1	8	-5	-4	-7	-9	-18	0	1	14	5	-6
25	Cc1ccc(C(=O)OCCN2CCN(c3ncc(C(F)(F)F)cc3Cl)CC2)cc1	-11	-11	1	-15	15	13	8	0	-0.2	-2	6
26	CN(CC(=O)Nc1cccc2c1CCCC2)S(=O)(=O)c1ccc(Cl)cc1	8	-8	0	1	3	19	9	0	0.1	-24	-7
27	CCOC(=O)[C@@H]1C(c2c(OC)cc(OC)cc2OC)=NO[C@@H]1C(=O)OCC	-11	2	0	-1	13	1	-22	-2	-0.9	6	11
28	COC(=O)COc1ccc(S(=O)(=O)Nc2cc([N+](=O)[O-])ccc2C)cc1	23	2	4	-6	19	7	10	1	-0.8	-6	-1
29	CC(C)N1C/C(=C/c2ccsc2)C(=O)/C(=C/c2ccsc2)C1	-19	-2	101*	-53	29	103*	-54	3	-1.8	8	-88
30	Cn1c(N/N=C/c2cccs2)nc2c1c(=O)n(Cc1ccccc1)c(=O)n2C	-43	-10	7	14	-29	19	0	-3	-0.4	12	8
31	O=C(Nc1ccc(OC(F)(F)F)cc1)Oc1ccccc1N1CCOCC1	-7	-12	0	1	1	5	-4	-2	-0.8	1	1
32	CN(C)c1cccc(C(=O)OCc2cc(=O)oc3cc(O)ccc23)c1	-88	2	17	-21	-176	-78	0	2	-0.4	-3	2
33	CCN(C(=O)C1CCN(S(=O)(=O)c2ccc3c(c2)oc(=O)n3C)CC1)c1cccc(C)c1	-3	4	·	13	20	11	6	2	1.4	-10	17
34	O=C(CN1C(=O)COc2ccc(Cl)cc21)N1CCc2ccccc21	-17	3	-3	6	23	20	5	0	1.9	2	-10
35	O=C(Nc1ccccc1Cl)c1ccc(S(=O)(=O)NCC2CCCO2)cc1 (configuration not stated)	-12	-6	-7	7	-7	2	-2	-1	0.1	0	-2
36	Clc1ccc(SCCn2ccnc2)cc1	5	-8	0	3	12	15	-2	-1	0.1	0	5
37	Clc1ccccc1-c1ccc2ncnc(NCc3ccc4c(c3)OCO4)c2c1	6	4	-11	6	0	20	18	2	-2.5	-24	3
38	Nc1nc(NC(=O)C(Cl)(Cl)Cl)nn1-c1ccccc1	1	-4	10	13	1	11	10	-1	-1.2	-8	0
39	CC1(C)CC2CC(C)(CN2S(=O)(=O)c2cccc(C(=O)OCC(N)=O)c2)C1 (configuration not stated)	15	8	-4	3	14	5	-1	-2	0.5	-2	5
40	CC(=O)Nc1ccc(-c2csc(-c3cccnc3)n2)cc1	-93	15	·	-83	-207	-292	1	-4	-0.6	5	-14
41	O=C1CCc2cc(S(=O)(=O)N3CCC(C(=O)NCc4ccccn4)CC3)ccc2N1	8	-21	-9	-17	2	-6	16	-4	-0.7	-10	-3
42	COc1ccc(-c2nc(C)sc2CC(=O)O)cc1OC	-12	-4	-4	3	-45	-28	18	2	-1.9	-8	2
43	COc1ccc(-c2cc(=O)oc3cc(OC(C)C(=O)Nc4ccc(CN5CCOCC5)cc4)ccc23)cc1 (configuration not stated)	2	30	-5	5	12	21	-1	4	0.6	14	9
44	COc1cccc(NC(=O)COC(=O)CCS(=O)(=O)c2ccc(C)cc2)c1	-6	-5	-7	-15	7	-2	-1	-3	-0.4	-4	0
45	Cn1c(SCC(=O)NCc2ccc3c(c2)OCO3)nnc1-c1c[nH]c2ccccc12	8	-23	-5	-26	-6	10	15	-1	-0.9	-1	-4
46	O=C(NCc1cccnc1)c1cn(CCc2ccccc2)nn1	-9	-16	3	-3	14	8	1	1	0.0	5	4
47	CC1CN(CC(=O)Nc2ccc(Br)cn2)CC(C)O1 (configuration not stated)	-15	-19	-14	-2	8	12	-9	3	-0.2	-8	-6
48	O=C(c1cc(Sc2ccc(Cl)cc2)nc2ccccc12)N1CCN(c2ccccn2)CC1	5	1	-10	46	27	19	25	-2	-0.2	-20	1
49	O=C(NCc1ccccc1Cl)c1csc2c1CCCCC2	-37	2	-24	5	-22	-36	-6	2	-0.4	7	-4
50	CC1(C)CC(=O)C2=C(C1)OC1=C(C2)C(=O)CC(C)(C)C1	10	13	5	-19	7	5	0	-3	-0.7	-2	-2

# Next records:
entry	SMILES	NR2E3 ag-1	TRAIL sens C8	MITF TRPM1 inh	Shn3 inh set2	HIF-2a inh	Peg3 prom inh	CF NFkB inh	NR2E3 ag-2	hiPSC survival	KKLEB tox	LMP1 NFkB inh
51	O=C(NCCOCCOCCNC(=O)c1ccccc1)c1ccccc1	5	-5	-3	2	-1	-12	1	-2	1.0	-1	-6
52	Cc1ccccc1N(CC(=O)N1CCOCC1)S(C)(=O)=O	24	-2	8	5	8	-18	9	3	-0.7	-8	-7
53	Cc1c(C(=O)Nc2ccc(Cl)cc2)c2ccccn2c1C(=O)c1ccccc1	6	0	-9	19	-33	-20	14	3	1.0	-27	-5
54	O=C(c1cccc(C(F)(F)F)c1)C1CCCN(C(=O)CCc2cnccn2)C1 (configuration not stated)	-17	-1	-6	6	-13	-13	-2	4	-0.8	-5	0
55	O=C1Nc2ccccc2CCc2ccccc21	-12	3	1	8	3	-19	2	2	1.1	0	2
56	CCn1cc(/C=N\NC(=O)c2c[nH]c3ccccc23)c(C)n1	-17	11	-30	-74	-136	-83	11	4	-0.7	1	-7
57	O=C(Nc1ccc(Oc2ccc(Cl)cc2)c(Cl)c1)c1cc(I)cc(I)c1O	9	2	5	3	-34	82*	66*	3	4.5	23	-3
58	NC(=O)COC(=O)C(Cc1ccccc1)NS(=O)(=O)c1ccccc1F (configuration not stated)	-20	10	7	24	15	8	-4	-1	-3.9	-9	-7
59	Cc1cc(S(=O)(=O)NCCc2ccccc2)c(C)s1	2	-1	0	1	3	8	-3	2	-0.3	3	0
60	CCC(=O)N1CCC1(C)C(=O)Nc1ccc2scnc2c1 (configuration not stated)	-18	-6	·	-5	-73	-37	14	·	-4.0	-16	·
61	CCCC(=O)NC(c1ccccc1OC)c1ccc2cccnc2c1O (configuration not stated)	-32	16	81*	88*	25	58*	6	1	1.1	0	71*
62	CCn1c(=O)c2ccccc2n2c(SCC(=O)N3CCCc4ccccc43)nnc12	18	-24	-5	-36	-44	22	-9	3	0.0	5	-7
63	Cc1ccc(-c2csc(C(C#N)=C(O)CN3CCN(C(=O)c4ccco4)CC3)n2)cc1	28	9	-8	52	-7	-1	-7	·	6.0	6	9
64	CC(C)N(Cc1ccccc1)C(=O)c1ccc2c(c1)OCO2	0	-7	-1	9	17	3	7	0	-0.5	-9	0

# Reformatted in transposed form: entries from further up.
(62) CCn1c(=O)c2ccccc2n2c(SCC(=O)N3CCCc4ccccc43)nnc12
(63) Cc1ccc(-c2csc(C(C#N)=C(O)CN3CCN(C(=O)c4ccco4)CC3)n2)cc1

screen / no.	62	63
NR2E3 ag-1	18	28
TRAIL sens C8	-24	9
MITF TRPM1 inh	-5	-8
Shn3 inh set2	-36	52
HIF-2a inh	-44	-7
Peg3 prom inh	22	-1
CF NFkB inh	-9	-7
NR2E3 ag-2	3	·
hiPSC survival	0.0	6.0
KKLEB tox	5	6
LMP1 NFkB inh	-7	9
